Compound activity: PubChem BioAssay, several laboratories
MsrA act – bovine methionine sulfoxide reductase A activation; purified bovine MsrA, absorbance read-out; activation, % at 10.6 µM; 360,000 tested, 0.3% active; in the data active = activation above about 7.5%;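 also: 0% = vehicle and 100% = reference activator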
Rpn11 inh – Rpn11 (human) deubiquitinase inhibition; O00487; human 26S proteasome, Ub4-pepOG fluorescence polarization; 20S core pre-blocked with epoxomicin; calls only at 20 µM; 360,000 tested, 0.59% active;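 active = inhibition at 20 µM, scaled to each plate's controls, above about 33%, limit read from the data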
Rin1-Abl PPI inh – blocks binding of human Rin1 to Abl | TR-FRET Rin1/Abl binding, biochemical | 360,000 tested, 0.4% active | AID 588664 | inhibition, % at 7.35 µM | P00519+Q13671; in the data active = inhibition above about 5%, passing the limit was not always enough
Target sequence (P00519 whole entry, looked up): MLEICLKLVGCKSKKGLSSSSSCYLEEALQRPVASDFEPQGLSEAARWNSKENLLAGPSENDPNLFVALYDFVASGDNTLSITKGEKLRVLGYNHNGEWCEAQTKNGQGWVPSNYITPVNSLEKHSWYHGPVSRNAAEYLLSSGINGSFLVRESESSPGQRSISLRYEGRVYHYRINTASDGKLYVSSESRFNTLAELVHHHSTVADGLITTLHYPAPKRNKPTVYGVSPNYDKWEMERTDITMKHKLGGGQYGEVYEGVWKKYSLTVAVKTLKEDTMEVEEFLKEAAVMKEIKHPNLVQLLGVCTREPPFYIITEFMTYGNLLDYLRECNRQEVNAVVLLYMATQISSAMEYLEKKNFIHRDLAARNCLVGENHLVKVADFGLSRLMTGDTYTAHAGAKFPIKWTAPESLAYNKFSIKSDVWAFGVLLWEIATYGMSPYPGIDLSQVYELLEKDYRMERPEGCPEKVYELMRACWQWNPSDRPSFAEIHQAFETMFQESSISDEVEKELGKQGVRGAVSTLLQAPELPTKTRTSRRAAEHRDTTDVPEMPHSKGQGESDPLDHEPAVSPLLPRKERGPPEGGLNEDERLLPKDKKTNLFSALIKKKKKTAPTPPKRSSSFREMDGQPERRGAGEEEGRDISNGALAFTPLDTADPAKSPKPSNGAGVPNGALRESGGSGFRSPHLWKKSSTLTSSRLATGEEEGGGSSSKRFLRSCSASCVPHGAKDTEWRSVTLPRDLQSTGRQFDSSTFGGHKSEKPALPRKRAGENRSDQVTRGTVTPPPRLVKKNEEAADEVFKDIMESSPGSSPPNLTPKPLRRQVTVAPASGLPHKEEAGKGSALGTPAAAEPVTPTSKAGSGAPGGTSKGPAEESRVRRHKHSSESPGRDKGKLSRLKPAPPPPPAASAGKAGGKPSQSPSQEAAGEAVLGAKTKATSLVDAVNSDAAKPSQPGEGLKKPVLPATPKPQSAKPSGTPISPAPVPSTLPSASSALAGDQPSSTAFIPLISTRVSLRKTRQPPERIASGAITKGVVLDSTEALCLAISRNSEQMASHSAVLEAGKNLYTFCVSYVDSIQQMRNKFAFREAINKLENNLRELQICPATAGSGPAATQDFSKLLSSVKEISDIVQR
Target sequence (Q13671 whole entry, looked up): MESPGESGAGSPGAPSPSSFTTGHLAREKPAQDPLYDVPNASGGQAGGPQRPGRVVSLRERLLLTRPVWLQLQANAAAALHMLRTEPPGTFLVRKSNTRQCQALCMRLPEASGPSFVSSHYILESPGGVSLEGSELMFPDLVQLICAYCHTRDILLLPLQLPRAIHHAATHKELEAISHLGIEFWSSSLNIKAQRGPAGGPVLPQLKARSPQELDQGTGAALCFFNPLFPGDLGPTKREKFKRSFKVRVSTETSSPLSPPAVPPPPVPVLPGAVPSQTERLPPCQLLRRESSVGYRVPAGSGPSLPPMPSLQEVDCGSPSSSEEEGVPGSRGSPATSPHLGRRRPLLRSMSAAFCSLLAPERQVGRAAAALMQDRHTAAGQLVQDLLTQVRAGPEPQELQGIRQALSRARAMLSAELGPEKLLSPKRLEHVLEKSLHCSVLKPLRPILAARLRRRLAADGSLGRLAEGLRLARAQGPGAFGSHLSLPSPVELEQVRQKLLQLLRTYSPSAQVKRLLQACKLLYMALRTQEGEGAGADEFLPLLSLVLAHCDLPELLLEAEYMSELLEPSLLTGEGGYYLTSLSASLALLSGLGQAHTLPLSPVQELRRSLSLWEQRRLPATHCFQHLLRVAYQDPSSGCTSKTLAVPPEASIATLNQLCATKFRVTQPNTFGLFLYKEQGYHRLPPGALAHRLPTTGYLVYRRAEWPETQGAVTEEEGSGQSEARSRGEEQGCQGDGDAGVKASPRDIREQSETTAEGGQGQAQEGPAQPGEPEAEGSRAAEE
CSN deneddyl inh – CSN deneddylation inhibition | Q92905 | Purified CSN, SCF-Nedd8-OG deneddylation, fluorescence polarization | inhibition, % at 12.5 µM | 360,000 tested, 0.38% active | AID 651999;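 active = pattern-corrected inhibition above about 35%, with an unprinted fluorescence ratio check between 0.5 and 1.5, limit read from the data, passing the limit was not always enough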;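 also: 0% = enzyme with substrate and 100% = substrate without enzyme; some results filed as inactive read as strong as hits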
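Assay system: purified human Csn5 enzyme expressed in HEK293T cells; Input: 0.24 nM Csn5 enzyme, final concentration; Reagent: 10 nM SCFSkp2-Nedd8OG; Compound dosing: 12.5 µM single point; Times: reaction 90 min, room temperature; Technique: fluorescence polarization readout.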
FAS TE block – FAS thioesterase (human) inhibition | recombinant FAS-TE, OMFH fluorogenic substrate, fluorescence endpoint | inhibition, % at 15 µM | P49327 | 360,000 tested, 0.67% active;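 active = compounds whose normalised, plate-corrected inhibition of enzyme fluorescence in the single-dose primary screen is 50% or more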;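 also: 0% = DMSO with enzyme and 100% = substrate without enzyme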
MLLE-PAM2 inh – blocks PAM2 peptide binding to the PABP1 MLLE domain. inhibition, % at 20 µM. GST-MLLE / FITC-PAM2 fluorescence polarization. 360,000 tested, 0.36% active; in the data active = inhibition above about 35%, passing the limit was not always enough;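 also: plate controls were DMSO wells with GST-MLLE for no effect and wells lacking GST-MLLE protein for full effect; some results filed as inactive read as strong as hits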
MsrA inh – inhibitors of bovine MsrA. purified bovine MsrA, absorbance read-out. inhibition, % at 15.5 µM. 360,000 tested, 0.75% active. AID 651718; in the data active = inhibition above about 4.5%;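 also: 0% = vehicle wells with enzyme and 100% = reference inhibitor wells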
MT1-MMP act inh – inhibitors of human MT1-MMP activation. P50281. HT1080 RFP-PRO-GFP cells, GFP/RFP ratio fluorescence, overnight; percent of plate control window, DMSO zero. GFP/RFP ratio change, % at 20 µM. 360,000 tested, 0.061% active. AID 651647;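 active = GFP/RFP ratio change of at least 30% with cell ATP level not reduced by more than half and red fluorescence within 50% of control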; also: strong numbers were not always called active
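Compound: 20 µM single dose, 1% DMSO / System: HT1080 RFP-PRO-GFP cells / Controls: DMSO and RFP-L50D-GFP cell wells / Read-out basis: GFP/RFP fluorescence ratio / Schedule: overnight compound exposure at 37 °C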
eLon inh – inhibits E. coli Lon protease; P0A9M0; 360,000 tested, 0.42% active; AID 602123; inhibition, % at 7.94 µM; purified E. coli Lon protease, fluorescence polarization; in the data active = inhibition above about 13%, passing the limit was not always enough;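 also: 0% = enzyme with probe and DMSO and 100% = no enzyme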
* = called active by the depositor; i = inactive; x = not tested or not shown.

SMILES	MsrA act	Rpn11 inh	Rin1-Abl PPI inh	CSN deneddyl inh	FAS TE block	MLLE-PAM2 inh	MsrA inh	MT1-MMP act inh	eLon inh
O=C(O)c1ccc(-n2c(O)c(C=C3N=c4ccccc4=N3)sc2=S)cc1	-5	i	-3	7	-7	-2	1.3	-5	-24
COc1cc2cc(C(c3nnnn3C3CCCC3)N3CCCCCC3)c(=O)[nH]c2cc1OC (stereo not given)	-3	i	-4	0	-8	-4	0.7	-4	-5
Cc1cccc(CS(=O)(=O)Cc2ccc(C(=O)NCc3ccccc3)o2)c1	-4	i	1	-4	-3	6	-0.4	3	2
CS(=O)(=O)c1nc(S(=O)(=O)c2ccc(Cl)cc2)c(N2CCC(C(N)=O)CC2)s1	-5	i	2	1	4	-17	1.7	-3	1
Cc1cccc(C(=O)OCC(=O)N2CCCCCC2)c1	-2	i	-4	-6	-8	18	-0.3	-2	-2
Cc1cc(C)cc(NC(=S)N(CCN(C)C)C(C)c2cccnc2)c1 (stereo not given)	-9	i	2	3	-2	5	-0.8	-2	7
CCOc1ccc2[nH]cc(-c3csc(N)n3)c2c1	-3	i	6	12	-27	-22	0.6	14	-50
C/C(CC(=O)Nc1ccc(C)c(Cl)c1)=N\NC(=O)c1ccncc1	1	i	-1	-1	-2	4	2.6	0	5
CCc1ccc(NC(=O)NCc2ccc3c(c2)OCO3)cc1	-3	i	-1	-4	1	-10	0.5	-4	2
O=C(CSc1nnc(-c2ccc(OC(F)F)cc2)o1)N1CCOCC1	0	i	0	2	-8	-64	-0.6	-2	-1
COc1ccc(-c2cc(=O)oc3cc(OCC(=O)N4CCOCC4)ccc23)cc1	1	i	0	4	-5	12	1.5	0	-6
COc1ccc(C(=O)/C=C/c2cc(C(=O)O)cc3c2OCOC3)c(O)c1	-4	i	-3	9	-4	10	-1.0	-5	-5
COC(=O)CN(c1ccc(C)cc1)S(=O)(=O)c1ccc(F)cc1	-3	i	-1	-1	-4	-1	1.2	2	-4
Cc1noc(C)c1CSc1ccccc1C(=O)OC(C)C(N)=O (stereo not given)	-3	i	-2	0	0	-2	-0.5	1	-3
Cc1ccc(C(CC(=O)O)NC(=O)CN2C(=O)c3ccccc3C2=O)cc1 (stereo not given)	-2	i	4	5	-4	7	0.6	2	-7
COc1ccccc1Nc1c([N+](=O)[O-])cc(C)cc1[N+](=O)[O-]	-8	i	0	0	30	2	0.3	8	2
CC(=O)N1CCC2(CC1)C/C(=N\NC(=S)Nc1ccc(C)cc1)c1cc(O)ccc1O2	-2	i	-1	4	6	36	1.4	-21	0
COc1cccc(OC)c1C(=O)NNS(=O)(=O)c1ccc2ccccc2c1	-2	i	3	1	-2	2	-0.5	2	-2
COCc1cc(=O)[nH]c(-c2csc(C)n2)n1	-4	i	6	1	-8	7	-0.6	2	-1
COc1cc(C2C(C(=O)c3ccc(C)o3)=C(O)C(=O)N2CCCn2ccnc2)cc(OC)c1OC (stereo not given)	-7	i	5	9	-7	7	x	-2	-7
Cc1ccc(NC(=O)c2cc3ccccc3oc2=N)cc1	-2	i	2	-3	-3	-3	1.5	-2	12
COCCNC(=O)C1(C)CCCN(Cc2ccc(OCc3ccccc3)cc2)C1 (stereo not given)	-2	i	-3	5	-4	0	-0.2	5	-13
O=C(Nc1cc(S(=O)(=O)N2CCOCC2)ccc1N1CCCCC1)c1ccccc1Br	-4	i	3	2	29	4	0.4	-8	-19
Cc1ccc(C(=O)Nc2ccccc2C(=O)Nc2ccccn2)cc1Cl	0	i	-1	-2	25	-4	-1.1	0	0
CN(C)CCCN(C(=O)c1ccc(S(=O)(=O)N2CCOCC2)cc1)c1nc2ccc(F)cc2s1	-2	i	3	2	-4	10	-0.2	2	-3
COc1cc(C(=S)N2CCOCC2)ccc1OC(=O)c1ccccc1[N+](=O)[O-]	-4	i	0	1	5	13	-1.4	-2	-3
Cc1cc(C(=O)CSc2n[nH]c(N)n2)c(C)n1-c1ccccc1	-14	i	2	3	-19	-16	-0.1	-5	-6
Cc1c2ccncc2cc2c1[nH]c1ccccc12	-2	i	-13	11	-29	-45	0.3	-32	-26
CCC(C)[C@H](NC(=O)Nc1cccc(Br)c1)C(=O)OC (stereo not given in full)	-2	i	0	-20	-2	-4	1.1	0	5
Cc1cccc(NC(=O)CCN2CCC(C)CC2)c1	3	i	-3	1	-5	6	0.8	-1	-5
CCOCCCNC(=O)C1CCN(c2cc(C)nc3c(-c4ccc(OC)c(OC)c4)c(C)nn23)CC1	-9	i	-4	0	-8	-12	-1.2	2	-3
COc1cccc(CNC(=O)[C@@H]2CCCN2C(=O)[C@@H]2CCCN2C(=O)c2cccc(Cl)c2)c1	1	x	x	-5	-8	x	1.2	3	-6
O=C(CCNc1n[nH]c(=O)[nH]c1=O)N/N=C/c1ccc(C(F)(F)F)cc1	0	i	0	-5	-5	-3	2.7	4	-10
COc1cccc(C(=O)NCC2CCCN(C(=O)Cc3cccc(C)c3)C2)c1OC (stereo not given)	2	i	-2	-1	-2	-16	-0.6	-2	9
COC1CCCN(C(=O)c2cccc(OC3CCN(S(C)(=O)=O)CC3)c2)C1 (stereo not given)	-4	i	-2	3	-6	-3	-0.8	0	-1
Cc1nnsc1C(=O)NNc1ccc(C(C)(C)C)cc1	-4	i	0	3	-14	20	-0.2	-2	-2
Cc1cc(C)c(C(=O)N2CCCC(CNS(=O)(=O)N(C)C)C2)o1 (stereo not given)	-2	i	5	-4	-6	5	0.3	0	-5
CC(C)NC(=O)c1cc(-c2ccc(F)cc2OC(C)C)n[nH]1	-3	i	1	0	-3	-5	0.5	-3	0
Cc1cccc(NC(=O)CNC(=O)CSc2nnc(C(F)(F)F)n2C)c1C	0	i	4	-2	-6	-4	0.2	3	-1
O=C(NCCS(=O)(=O)N1CCN(C(=O)c2ccco2)CC1)c1ccccc1	-3	i	-5	4	-9	10	-0.5	2	2
COc1cccc2sc(N(CCCN(C)C)C(=O)CCS(=O)(=O)c3ccccc3)nc12	-8	i	2	-4	-9	5	0.8	-3	22*
CN(C)CCN=Cc1c(O)n(-c2ccc(S(=O)(=O)N3CCOCC3)cc2)c(=O)c2ccccc12	-11	i	0	8	-4	0	0.8	2	1
NC(=O)c1ccc(-n2nnnc2SCC(=O)Nc2ccccc2)cc1	-2	i	-2	-6	-4	-8	0.6	0	-2
CC1CCCC(NC(=O)CSc2nnc(C(F)(F)F)n2C)C1C (stereo not given)	-1	i	3	-5	-5	5	-0.2	0	8
CC(=O)NC(Cc1ccccc1)C(=O)OCC(=O)c1ccc(F)cc1 (stereo not given)	-2	i	5	2	-12	12	-0.4	2	3

Entries above marked active in eLon inh:
SMILES,MsrA act,Rpn11 inh,Rin1-Abl PPI inh,CSN deneddyl inh,MLLE-PAM2 inh,MsrA inh,MT1-MMP act inh,eLon inh
COc1cccc2sc(N(CCCN(C)C)C(=O)CCS(=O)(=O)c3ccccc3)nc12,-8,i,2,-4,5,0.8,-3,22*

The list continues.
SMILES	MsrA act	Rpn11 inh	Rin1-Abl PPI inh	CSN deneddyl inh	FAS TE block	MLLE-PAM2 inh	MsrA inh	MT1-MMP act inh	eLon inh
Cc1cc(C)cc(NC(=O)c2cccnc2)c1	-10	i	3	3	2	4	-0.6	7	-6
CCc1cccc(OCC2Cn3c(nc4c3c(=O)n(C)c(=O)n4C)O2)c1 (stereo not given)	-1	i	1	0	1	-26	1.6	-4	1
O=C(O)C[C@H]1c2cc(F)ccc2S(=O)(=O)N1C1CCN(Cc2ccccc2)CC1	-4	i	0	-3	-8	9	-0.6	0	7
CC(C)CCn1c(Sc2nc3ccccc3s2)nc2c1c(=O)[nH]c(=O)n2C	-1	i	1	-5	5	11	1.0	4	7
CCCCNC(=O)Cn1cnc2ccc(S(=O)(=O)N3CCC(C)CC3)cc2c1=O	-11	i	2	-5	-3	15	0.0	2	-2
Cc1c(S(=O)(=O)N2CCOCC2)c(=O)n(C)c(=O)n1C	-5	i	0	3	-9	12	1.5	5	-10
CCN(CC)CCNC(=O)c1ccc(NC(=O)C2CCN(c3ncnc4sc(C)c(C)c34)CC2)cc1	-6	i	10*	2	-4	-129	-0.5	-6	0
O=C(Nc1ccc(Cl)cc1)c1ccc2nsnc2c1	-6	i	-1	-4	13	0	0.0	0	7
COc1ccccc1N1CCN(C(=O)c2coc(=O)c(Br)c2)CC1	-2	i	-1	5	2	8	2.2	-4	-2
CC(=O)Nc1cccc(-n2nnc(SCC(=O)c3ccccc3)n2)c1	-2	i	-2	-1	0	-70	-1.7	-1	-1
Cc1nn(C)cc1CNC(=O)Nc1cccc(Cl)c1	-1	i	-3	7	-4	-4	-0.5	1	-3
Cc1nn(C)cc1NC(=O)CC12CC3CC(CC(C3)C1)C2	-3	i	-1	4	-3	5	-0.8	7	2
CCOc1ccccc1Nc1ccc(C(=O)O)cc1N	-1	i	1	3	0	5	-0.5	4	-5
CSCCC(NC(=O)c1ccccc1)C(=O)NCc1ccc(S(N)(=O)=O)cc1 (stereo not given)	-1	i	-1	-1	-3	11	-0.6	-2	3
Cc1cc(C)n(-c2ccc(C(=O)OCC(=O)Nc3ccc(S(=O)(=O)N4CCOCC4)cc3)cc2)n1	-1	i	-2	5	3	-13	0.0	5	5
O=C(c1ccccc1Br)N1CCc2c([nH]c3ccccc23)C1	0	i	2	1	7	-4	-0.3	2	0
O=C1C(Nc2ccccc2)=C(NS(=O)(=O)c2ccccc2)C(=O)c2ccccc21	-2	i	-10	1	-6	-6	2.1	10	-10
COc1ccc([C@H]2C[C@@H](n3cc(C4CC4)nn3)[C@H](O)CN2C(=O)c2cccs2)cc1	-1	i	-3	-1	-7	7	-0.2	0	-4
O=C(O)c1cc(=O)[nH]c2ccc(S(=O)(=O)Nc3ccc(F)cc3)cc12	-13	i	3	1	-10	-4	0.4	0	-2
CCC(=O)Nc1nnc(-c2ccc(Cl)s2)o1	-5	i	1	2	-15	-13	0.4	2	-4
C[C@@H]1C(=O)O[C@@H]2CC34[C@H]5C[C@@H](C(C)(C)C)C36[C@H](OC(=O)[C@@H]6O)OC4(C(=O)O5)[C@@]12O (stereo not given in full)	-2	i	-1	-3	-10	-4	-0.6	5	2
COC(=O)c1c(NC(=O)c2cccnc2Cl)sc(C(=O)N(C)C)c1C	-3	i	2	-3	-8	-9	1.8	4	-4
Cc1ccc(Cl)cc1NC(=O)CN1CCN(S(=O)(=O)N2CCOCC2)CC1	-4	i	0	1	-6	-3	0.6	3	0
CC(C)(Oc1ccc(Cl)cc1)C(=O)OCC(=O)NCCc1ccccc1	-2	i	2	-3	0	12	-2.1	0	-4
Cc1nn(-c2ccccc2)c(N2CCCCC2)c1/C=N/NC(=O)c1ccncc1	-1	i	3	1	17	6	0.9	2	-2
COc1ccc(CCN(C)C(=O)CCNS(=O)(=O)c2ccccc2C(F)(F)F)cc1OC	-1	i	-3	0	-9	2	-1.0	0	-8
O=C(NC1CCCC1)C(c1ccc(F)cc1)N(C(=O)c1csnn1)c1ccccc1 (stereo not given)	-3	i	-1	5	-4	0	0.1	-2	3
COc1cccc(CCNC(=O)c2cc(COc3cccc(OC)c3)on2)c1	-1	i	7	0	14	-12	-0.3	2	-3

Reformatted: entries from further up
COC(=O)c1c(NC(=O)c2cccnc2Cl)sc(C(=O)N(C)C)c1C
  MsrA act: -3; Rpn11 inh: i; Rin1-Abl PPI inh: 2; CSN deneddyl inh: -3; FAS TE block: -8; MLLE-PAM2 inh: -9; MsrA inh: 1.8; MT1-MMP act inh: 4; eLon inh: -4
Cc1ccc(Cl)cc1NC(=O)CN1CCN(S(=O)(=O)N2CCOCC2)CC1
  MsrA act: -4; Rpn11 inh: i; Rin1-Abl PPI inh: 0; CSN deneddyl inh: 1; FAS TE block: -6; MLLE-PAM2 inh: -3; MsrA inh: 0.6; MT1-MMP act inh: 3; eLon inh: 0

Not a hit list. Share with any hit: about 3.7%.
